eIF2B yeast act: eIF2B (yeast) activity modulation. inhibition, % at 25 µM (by protocol). S. cerevisiae eIF2B-epsilon R284H, GCN4-lacZ luminescence. 27,000 tested, 0.91% active. AID 688;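 active = mutant luminescence inhibited past about 50% while wild type luminescence and mutant growth stay under set limits, limit read from the data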; also: some compounds called inactive have numbers as strong as hits
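Assay system: yeast eIF2B-epsilon R284H mutant carrying GCN4–beta-galactosidase fusion / Buffer or medium: YPD / Incubation: 16 h growth with compound at 30 °C, 90 min Beta-Glo step / Detection: Beta-Glo luminescence after Z-buffer lysis, growth by 595 nm absorbance / Read-out: % inhibition of reporter signal and growth versus controls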
Yeast growth tox: Inhibitors of S. cerevisiae growth, toxicity. growth inhibition, % at 25 µM (by protocol). S. cerevisiae wild-type growth, A595 turbidity, 16 h. 30,000 tested, 0.3% active;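 active = mutant and wild-type yeast strains alike exhibit over 30% growth inhibition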;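 also: 0% = untreated cell controls and 100% = YPD media blanks without cells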
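System: S. cerevisiae wild-type or eIF2Bepsilon-R284H mutant strain; times: 16 h growth with compound, 30 °C; signal: absorbance at 595 nm (turbidity); measure: growth inhibition (%) versus cell controls and blanks; compound: 25 µM single dose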
Yeast growth tox inhibition %: further read-out of Yeast growth tox, marked with its call; growth inhibition, %; S. cerevisiae eIF2Bepsilon-R284H mutant growth, A595 turbidity, 16 h;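 each compound tested once at 25 µM; 0% equals untreated cells and 100% equals cell-free medium blanks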
eIF2B yeast act mutant toxicity: recorded beside eIF2B yeast act, whose call it bears; growth inhibition, %; measured here: mutant yeast growth, toxicity;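 each compound tested once at 25 µM; zero equals untreated control growth and 100 equals blank medium absorbance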
Starred values were filed as active, the others as inactive; / = no result given. The list is partial; the hit share may differ from the screen's.

SMILES	eIF2B yeast act	eIF2B yeast act mutant toxicity	Yeast growth tox	Yeast growth tox inhibition %
CC1CCCN(C(=O)Cn2c(-c3nonc3N)nc3ccccc32)C1 (stereo not drawn)	-22	15	7	15
CS(=O)(=O)NCCSCc1c(Cl)cccc1Cl	9	8	19	8
COc1ccccc1N1CCN(C(c2ccc(Cl)cc2)c2nnnn2C(C)(C)C)CC1 (stereo not drawn)	19	/	-20	0
O=C(CCCN1C(=O)c2ccccc2C1=O)NCc1cccnc1	-6	-11	-17	-11
COC(=O)c1sccc1NC(=O)C12CC3CC(CC(C3)C1)C2	-4	/	-16	0
O=C(Nc1cccc(NC(=O)c2cccs2)c1)c1ccco1	/	/	3	-10
Cc1cccc(C(=O)NCCN2CCCC2)c1	/	/	28	0
NC(=O)NC(=O)Nc1ccccc1Cl	7	-5	4	-5
N#Cc1nc(-c2cccs2)oc1NCC1CCCO1 (stereo not drawn)	4	-7	1	-7
Cc1ccc(N(Cc2cc3ccccc3[nH]c2=O)C(=O)c2ccco2)c(C)c1	6	17	-7	17
CC1=Nc2ccccc2/C1=C\c1nc(-c2ccc(F)cc2)oc1O	-46	/	21	0
O=C(O)C1C2C=CC(O2)C1C(=O)NCCCn1ccnc1 (stereo not drawn)	22	11	9	11
C/C(Cl)=C\Cn1c(=O)c2c(nc3n2CCS3)n(C)c1=O	19	/	11	0
COc1ccc(Nc2nc(N)nc(CN(C)C3CCCCC3)n2)cc1	19	-10	14	-10
O=C(c1ccccc1)c1nnc(-c2ccccc2F)o1	19	4	-3	4
COc1ccc(C(OC(=O)c2c(C)noc2C)C(=O)NC2CCCC2)cc1 (stereo not drawn)	12	3	12	3
CSc1nsc(SCC(=O)N2CCc3ccccc32)n1	34	-18	-8	-18
COc1nc2c(C)cccc2cc1-c1noc(-c2ccco2)n1	27	-14	-35	-14
CCCCc1nc2n[nH]c(N)c2c2c1CSC(C)(C)C2	/	/	-1	3
NNS(=O)(=O)c1ccc(Cc2ncc(C(F)(F)F)cc2Cl)s1	20	/	13	0
Cc1cccc(N2CCN(c3cccc(C)c3)C2c2cccnc2)c1	13	18	12	18
C=CCc1cccc(/C=N/c2ncn[nH]2)c1O	13	/	3	0
COc1cc(C)nc(Oc2ccc(=O)n(C)n2)n1	-17	21	2	21
O=C(Nc1ccccc1N1CCOCC1)c1ccccc1NS(=O)(=O)c1ccc(F)cc1	25	-6	-12	-6
NC(=O)C1CCN(Cc2nc3ccccc3c(=O)[nH]2)CC1	/	/	20	12

Additional entries
SMILES	eIF2B yeast act	eIF2B yeast act mutant toxicity	Yeast growth tox	Yeast growth tox inhibition %
Cc1c(OCc2nn[nH]n2)ccc2c(-c3ccccc3)cc(=O)oc12	-1	8	8	8
O=C(Nc1nc2c(s1)CCCC2)Oc1ccccc1	-2	6	-11	6
O=C(Nc1nccs1)c1ccc2nccnc2c1	20	-5	9	-5
O=C(C1CC1)N1CCc2[nH]c3ccccc3c2C1	13	11	10	11
Cn1ccnc1SCc1cn2cc(Br)ccc2n1	6	-3	3	-3
CC1Oc2ccccc2N(CC(=O)NCc2cccs2)C1=O (stereo not drawn)	27	7	21	7
O=C(CSc1nnnn1-c1ccccc1)NCc1cccs1	/	/	7	13
CCCc1cc(-c2[nH]ncc2-c2ccc3c(c2)OCCCO3)c(O)cc1OC	2	22	41	22
CC(OC(=O)C1CCCO1)C(=O)NC1CCCC1 (stereo not drawn)	-17	-7	-2	-7
COC(=O)c1ccccc1NC(=O)CN(c1cc(OC)ccc1OC)S(C)(=O)=O	16	-2	15	-2
CCN(CC)CCCn1c(=S)[nH]c2cc(C(=O)OC)ccc2c1=O	/	/	-2	7
Cc1cccc(Cn2cnc3c(nnn3Cc3ccc(Cl)cc3)c2=O)c1	59*	/	-16	-3
Cc1cc(N2CCC(C(=O)NCC3CC3)CC2)nc(-c2ccccc2)n1	24	11	34	11
CCOC(=O)N1CCN(C(=O)c2ccc(N(C)S(C)(=O)=O)cc2)CC1	21	2	-13	2
Cc1ccc(C)n1NC(=O)c1ccccc1O	-7	/	28	0
C=C(C)CSc1nc(C)c(Cc2ccccc2)c(=O)[nH]1	28	3	8	3
CCS(=O)(=O)NCCCc1ccccc1	7	7	-4	7
Cc1cc(C)c2nc(C(F)(F)F)nc(NCCCN3CCCC3=O)c2c1	/	/	-16	4
CCCCn1cnc2cc(NCc3ccncc3)ccc21	4	-10	13	-10
O=C1c2ccccc2C(=O)N1CC1c2ccccc2CCN1C(=O)N1CCOCC1 (stereo not drawn)	13	10	20	10
CC(C)(C)c1csc(NC(=O)c2cccs2)n1	14	12	4	12
Cc1cc(NC(=O)CSc2nnc3c(C)cc4cc5c(cc4n23)OCO5)no1	29	-20	-35	-20
O=S(=O)(NC12CC3CC(CC(C3)C1)C2)c1ccc(F)cc1	/	/	1	8
O=C1CCCC(O)=C1C=Nc1ccc(O)cc1	13	8	-1	8
O=C(O)C1C2C=CC(O2)C1C(=O)Nc1ccc(S(=O)(=O)Nc2ccccc2)cc1 (stereo not drawn)	-20	-11	12	-11

Continuation.
SMILES	eIF2B yeast act	eIF2B yeast act mutant toxicity	Yeast growth tox	Yeast growth tox inhibition %
CC1CSc2ccccc2NC1=S (stereo not drawn)	-8	-12	-6	-12
COc1ccc(S(=O)(=O)CCC(=O)Nc2ccc(OC)cc2OC)cc1	4	-9	7	-9
COc1ccc(Cn2c(=O)c3c(nc(NCCO)n3C)n(C)c2=O)cc1	20	-14	17	-14
Nn1c(SC/C=C/c2ccccc2)nnc1-c1ccccn1	18	-4	11	-4
O=c1c2ccccc2nc(CSc2nnnn2-c2ccccc2)n1-c1ccccc1	15	-15	-4	-15
O=C(Cc1coc2ccc3ccccc3c12)N1CCCC1	/	/	39	-2
Cc1[nH]c2ccccc2c1C(c1ccccn1)N1CCC(C)CC1 (stereo not drawn)	-4	-19	-43	-19
CN(c1ccc(OCC(=O)Nc2ccc3[nH]c(=O)[nH]c3c2)cc1)S(=O)(=O)c1ccc(Cl)cc1	19	5	22	5
CCOC(=O)N1CCC(NC(=O)Cc2ccc(-n3c(=O)[nH]c4ccccc4c3=O)cc2)CC1	16	6	35	6
COc1ccc(-n2nnnc2SCC(=O)NCCc2ccc(OC)c(OC)c2)cc1	/	/	-2	-14
COC(=O)CCC(=O)Nc1sc2c(c1C#N)CCCC2	20	-8	15	-8
Cc1ccc2nc(-c3sc4nc(C)ccc4c3N)[nH]c2c1	18	2	-17	2
COc1ccc(-c2nc(SC)n(C)c(=O)c2C#N)cc1OC	18	-4	21	-4
CSC1=NCCN1C(=O)c1cccc(Br)c1	-19	2	2	2
Cc1ccc(-c2cc3nc(C)cc(NCc4ccco4)n3n2)cc1	19	24	7	24
CC1CCN(c2nc(-c3ccncc3)nc3ccccc23)CC1	-10	/	/	/
C=CCN=C(NC#N)SCC(=O)NCc1ccccc1	21	8	5	8
CO/N=C\Cc1oc(=O)c(NC(=O)c2ccccc2)cc1C(=O)OC	25	15	20	15
CCOC(=O)c1c(NC(=O)c2ccccc2C)sc2c1CC(C)(C)OC2	/	/	-7	8
Cc1cc(C)c(NC(=O)CN2CCOCCOCCOCCOCC2)c(C)c1	-7	-10	42	-10
Cc1cc(NC(=O)c2cc(-c3ccncc3)nc3c(C)cccc23)no1	0	13	19	13
Cc1cc(NC(=O)c2cccc(S(=O)(=O)N3CCCCCC3)c2)n(-c2ccccn2)n1	10	-45	-13	-45
CCc1nc2ccccc2c(C(=O)O)c1C	19	6	17	6
CNC(=O)CSc1nnnn1-c1ccc(C)cc1C	11	-4	16	-4
CCCCC(=O)Nc1ccccc1C(=O)N1CCOCC1	-9	2	9	2

Taken from the listing, three compounds:
SMILES	eIF2B yeast act	eIF2B yeast act mutant toxicity	Yeast growth tox	Yeast growth tox inhibition %
CCOC(=O)c1c(NC(=O)c2ccccc2C)sc2c1CC(C)(C)OC2	/	/	-7	8
Cc1cc(C)c(NC(=O)CN2CCOCCOCCOCCOCC2)c(C)c1	-7	-10	42	-10
Cc1cc(NC(=O)c2cc(-c3ccncc3)nc3c(C)cccc23)no1	0	13	19	13

(list continues)
SMILES	eIF2B yeast act	eIF2B yeast act mutant toxicity	Yeast growth tox	Yeast growth tox inhibition %
COCCn1c(C)cc(C(=O)COc2nc3ccccc3nc2C)c1C	24	13	12	13
Cc1ccc(S(=O)(=O)N(CC(=O)N2CCOCC2)CC(=O)N2CCOCC2)cc1	/	/	-12	-22
COC(=O)c1cc(C(=O)OC)n(Cc2ccc(F)cc2)n1	9	-24	10	-24
Cc1ccc(NC(=O)CSc2nnc(CCNC(=O)OC(C)(C)C)o2)c(C)c1	20	-25	9	-25
CCCOc1cccc(C2/C(=C(/O)c3ccc(F)cc3)C(=O)C(=O)N2CCN(C)C)c1 (stereo not drawn)	-1	-10	5	-10
CCOC(=O)C(C)c1nc2ccccc2[nH]c1=O (stereo not drawn)	33	12	8	12
COC(=O)c1cc(Br)c(=O)n(CCc2ccccc2)c1	-19	-10	5	-10
O=C(COc1ccc2ccccc2c1)Nc1nc2ccccc2[nH]1	/	/	4	4
COc1ccccc1N(C(=O)Cn1nnc2ccccc21)C(C(=O)NCc1ccco1)c1ccc(C)o1 (stereo not drawn)	17	/	1	0
Cc1ccc(S(=O)(=O)c2nc(N3CCOCC3)sc2Cl)cc1	36	3	1	3
O=C(Nc1ccc(S(=O)(=O)N2CCCc3ccccc32)cc1)C1CCCO1 (stereo not drawn)	18	-9	8	-9
CCN(C(=O)CN1CCN(c2ccc(OC)cc2)CC1)c1c(N)n(Cc2ccccc2)c(=O)[nH]c1=O	19	14	17	14
Cc1ccc(-c2noc(CN(C(=O)CCCCCN3C(=O)c4ccccc4C3=O)C(C)C)n2)cc1	20	/	/	/
O=S(=O)(Cc1cc(Sc2ccccc2)nc(-c2ccccc2)n1)c1ccccc1	3	19	17	19
CCC1(C)N(O)C(C)(C)C(c2ccc(F)cc2)=[N+]1[O-] (stereo not drawn)	20	-15	-9	-15
COCCNC(=O)C(C)N(c1ccc(OC)cc1)S(C)(=O)=O (stereo not drawn)	/	/	6	8
CC(C)(C)c1ccccc1NC(=O)c1cccnc1	0	/	/	/
COc1c(F)c(F)c(C(=O)Nc2ccc(N3CCN(Cc4ccccc4)CC3)cc2)c(F)c1F	-22	5	11	5
COc1ccc(NC(=O)CCNS(=O)(=O)c2cccc3nsnc23)cc1OC	25	24	18	24
CNc1ccccc1-c1nc2ccccc2n(C)c1=O	2	21	1	21
C#CC(C)(CC)NC(=O)Cn1nnc(-c2ccc(S(C)(=O)=O)cc2)n1 (stereo not drawn)	18	-3	2	-3

Structures above containing an NH in an aromatic ring (16):
SMILES	eIF2B yeast act	eIF2B yeast act mutant toxicity	Yeast growth tox	Yeast growth tox inhibition %
Cc1ccc(N(Cc2cc3ccccc3[nH]c2=O)C(=O)c2ccco2)c(C)c1	6	17	-7	17
CCCCc1nc2n[nH]c(N)c2c2c1CSC(C)(C)C2	/	/	-1	3
C=CCc1cccc(/C=N/c2ncn[nH]2)c1O	13	/	3	0
NC(=O)C1CCN(Cc2nc3ccccc3c(=O)[nH]2)CC1	/	/	20	12
Cc1c(OCc2nn[nH]n2)ccc2c(-c3ccccc3)cc(=O)oc12	-1	8	8	8
O=C(C1CC1)N1CCc2[nH]c3ccccc3c2C1	13	11	10	11
CCCc1cc(-c2[nH]ncc2-c2ccc3c(c2)OCCCO3)c(O)cc1OC	2	22	41	22
CCN(CC)CCCn1c(=S)[nH]c2cc(C(=O)OC)ccc2c1=O	/	/	-2	7
C=C(C)CSc1nc(C)c(Cc2ccccc2)c(=O)[nH]1	28	3	8	3
Cc1[nH]c2ccccc2c1C(c1ccccn1)N1CCC(C)CC1 (stereo not drawn)	-4	-19	-43	-19
CN(c1ccc(OCC(=O)Nc2ccc3[nH]c(=O)[nH]c3c2)cc1)S(=O)(=O)c1ccc(Cl)cc1	19	5	22	5
CCOC(=O)N1CCC(NC(=O)Cc2ccc(-n3c(=O)[nH]c4ccccc4c3=O)cc2)CC1	16	6	35	6
Cc1ccc2nc(-c3sc4nc(C)ccc4c3N)[nH]c2c1	18	2	-17	2
CCOC(=O)C(C)c1nc2ccccc2[nH]c1=O (stereo not drawn)	33	12	8	12
O=C(COc1ccc2ccccc2c1)Nc1nc2ccccc2[nH]1	/	/	4	4
CCN(C(=O)CN1CCN(c2ccc(OC)cc2)CC1)c1c(N)n(Cc2ccccc2)c(=O)[nH]c1=O	19	14	17	14

Bioassay records: PubChem, PCMD
